# AmpC inh no detg – AmpC beta-lactamase inhibition without detergent; actives 0.52% (n = 330,000); P00811; Potency, µM (series often up to 57.1 µM), without a hit: at the highest dose activity change, negative = inhibition, actives largely listed as inhibitors; AmpC nitrocefin hydrolysis, absorbance 480 nm, 0.0001% Triton;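 further: potency means the concentration at half of the fitted maximal effect; plate controls were no compound for no effect and no enzyme for full effect; nearly all actives have a fitted effect of over 20% in size; some results filed as inactive show a strong effect at the top dose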
# Target sequence (P00811 whole entry, looked up): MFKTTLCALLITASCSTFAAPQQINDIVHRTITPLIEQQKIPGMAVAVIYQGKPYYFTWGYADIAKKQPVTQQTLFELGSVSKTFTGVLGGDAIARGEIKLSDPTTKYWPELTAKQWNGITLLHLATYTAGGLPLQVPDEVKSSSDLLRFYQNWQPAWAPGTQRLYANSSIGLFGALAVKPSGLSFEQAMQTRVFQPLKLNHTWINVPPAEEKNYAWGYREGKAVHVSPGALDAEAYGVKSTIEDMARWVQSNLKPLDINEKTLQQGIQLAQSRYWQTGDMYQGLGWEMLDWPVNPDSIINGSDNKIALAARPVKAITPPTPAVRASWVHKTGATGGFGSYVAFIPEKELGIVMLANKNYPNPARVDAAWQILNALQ
#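 20 mM phosphate pH 7.0 + 0.01% (detergent screen) or 0.0001% Triton X-100; 5.3 nM AmpC reagent; cpd preinc 15 min RT; nitrocefin (800 uM stock) to start; A480 q20 s × 4 min; Activity was normalised to no-enzyme and no-compound control wells.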
# TbPYK inhibitor – T. brucei pyruvate kinase inhibition | Q57TT1 | TbPYK enzyme, Kinase-Glo Plus ATP luminescence, 45 min | Potency, µM (doses to about 76.8 µM), for the others: at the top dose activity, negative = inhibition, actives largely listed as inhibitors | actives 0.12% (n = 410,000) | AID 624173; further: potency means the concentration at half of the fitted maximal effect; nearly all actives have a fitted effect of over 50% in size
#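 Enzyme and substrate buffer are dispensed first and compound is pin-transferred. ADP at 130 uM final then starts the reaction, which runs 45 min at room temperature. Detection reagent is added for 10 min before luminescence is imaged.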
# AmpC inh detg – blocks E. coli AmpC beta-lactamase in detergent assay; AmpC hydrolysis of nitrocefin, absorbance 480 nm, 0.01% Triton; actives 0.041% (n = 370,000); AID 485294; Potency, µM (top dose mostly 114 µM), for the others: at the top dose activity change, negative = inhibition, actives largely listed as inhibitors;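 further: potency means the concentration at half of the fitted maximal effect; 0% = no-compound wells and -100% = no-enzyme wells; nearly all actives have a fitted effect of over 25% in size; some results filed as inactive show a strong effect at the top dose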
#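 AmpC (5.3 nM in the dispensed reagent) in 20 mM phosphate pH 7.0 with 0.01% (detergent screen) or 0.0001% Triton X-100 was preincubated with compounds for 15 min at room temperature. Nitrocefin was then added from an 800 uM solution, and hydrolysis was followed at 480 nm.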
# HCMV antiviral – inhibitors of human cytomegalovirus. HFF cells, HCMV-luciferase reporter, 72 h; stronger effect = lower value. activity change, negative = inhibition, % at 57.5 µM. actives 4.5% (n = 410,000). AID 1259415; in the data active means activity change below about -60%; inconclusive means no clear call, values can overlap the other calls; inactive means above about -39%
#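 Compounds were evaluated in HFFs infected with an HCMV luciferase reporter virus (MOI 1 PFU/cell). Luciferase in lysates collected 72 h post infection served as the replication measure.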
# AMA1 RON2 block – inhibitors of Plasmodium falciparum AMA1-RON2 interaction. AlphaScreen AMA1-biotinylated RON2 peptide binding. Potency, µM (doses to about 58.2 µM), for inactives: at the top dose activity change, negative = inhibition, most hits filed as inhibitors. actives 0.2% (n = 360,000);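 further: potency means the concentration at half of the fitted maximal effect; 0% = vehicle wells and -100% = peptide control; nearly all actives have a fitted effect of over 45% in size; some results filed as inactive show a strong effect at the top dose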
#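 AMA1 (3D7) with his tag at 25 nM final met compounds first, then biotinylated RON2 peptide at 25 nM; detection used donor plus acceptor beads, 10 µg/mL apiece, read by AlphaScreen after 30 min at room temperature.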
# HCV inhibitor – HCV inhibition | Huh7.5.1 HCVcc-Cre infection, luciferase reporter, 44 h | Potency, µM (highest dose often 41.8 µM), for the others: at the highest dose activity change, negative = inhibition, actives largely listed as inhibitors | actives 3.4% (n = 340,000) | AID 651820; further: potency means the concentration at half of the fitted maximal effect
#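 Compounds are dispensed onto cells plated 4 h earlier at 1,000 per well, with HCVcc-Cre virus (about 0.5 moi) added next. Following 44 h of culture, luminescent signal is measured for 15 sec after 15 min with substrate at room temperature.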
# LmPK inh – LmPK (Leishmania mexicana) enzyme inhibition; Potency, µM (doses to about 57.5 µM), without a hit: top-dose activity change, negative = inhibition, usual class: inhibitors; AID 1721; purified LmPK, Kinase-Glo ATP luminescence, 1 h; Q27686; actives 0.37% (n = 290,000); further: potency means the concentration at half of the fitted maximal effect
# Target sequence (Q27686 whole entry, looked up): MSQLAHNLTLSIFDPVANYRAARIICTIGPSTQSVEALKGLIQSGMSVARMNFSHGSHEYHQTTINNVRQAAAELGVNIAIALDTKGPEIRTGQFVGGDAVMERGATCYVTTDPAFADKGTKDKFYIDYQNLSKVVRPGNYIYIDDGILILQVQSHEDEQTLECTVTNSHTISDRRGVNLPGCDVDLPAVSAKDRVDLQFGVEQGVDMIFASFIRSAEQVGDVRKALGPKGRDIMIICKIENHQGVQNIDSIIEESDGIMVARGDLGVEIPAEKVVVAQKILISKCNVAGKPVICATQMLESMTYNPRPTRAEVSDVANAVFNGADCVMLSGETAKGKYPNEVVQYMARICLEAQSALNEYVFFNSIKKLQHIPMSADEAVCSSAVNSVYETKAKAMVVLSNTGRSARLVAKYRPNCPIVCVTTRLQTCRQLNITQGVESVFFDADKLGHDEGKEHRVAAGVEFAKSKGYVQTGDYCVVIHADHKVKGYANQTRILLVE
#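 ATP generated from ADP (0.1 mM) and PEP (0.5 mM) by 0.1 nM LmPK over 1 h at room temperature (pH 7.2 imidazole buffer) was detected by coupled luciferase luminescence. Values were normalized to uninhibited and no-enzyme wells.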
# * = called active by the depositor; ? = inconclusive; . = no result given; & = joins results of further samples; [ ] = dose if it differs, or a comment. Unless noted, the call rests on the fitted dose curve; in most records, active means well fitted curve in the direction sought with a large enough effect; inconclusive means small, poorly fitted or top-dose-only effect, or another doubt; inactive means no such curve, though single readings can be large; an effect the other way counts as inactive or inconclusive. Unless noted, on the % scale 0 is the no-effect control and ±100 the full control effect.
SMILES	AmpC inh no detg	TbPYK inhibitor	AmpC inh detg	HCMV antiviral	AMA1 RON2 block	HCV inhibitor	LmPK inh
O=C(CO/N=C/c1ccc(OC(F)F)cc1)NCc1cccs1	-14%	3%	-4%	-39	0%	-11%	2%
CCC1CCCCN1C(=O)CSc1nnc(CNC(=O)c2cc(OC)c(OC)c(OC)c2)o1 (stereo not drawn)	30%	0%	-11%	40	-5%	-8%	3%
CCOC(=O)c1ccc(NC(=O)c2nc[nH]c2C(=O)N[C@@H](C)C(=O)OC(C)(C)C)cc1	-7%	-1%	9%	-34	95%[activator]	13%	10%
O=C(Cc1ccc(Br)cc1)OCC(=O)c1ccc[nH]1	-14%	10%	.	7	9%	9%	.
CC(=O)Nc1ccc(NC(=O)CSc2nnc(C)c(=O)n2N)cc1	-11%	-7%	7%	-15	12%	12%	-16%
Cc1ccn2c(Nc3ccc4c(c3)OCCO4)c(-c3cccs3)nc2c1	.	-3%	-3%	45	.	.	.
CC(C)NC(=S)N/N=C/C1=CCC2CC1C2(C)C (stereo not drawn)	-26%	-17%	2%	150	22%	?	4%
CCCc1cc(=O)[nH]c(SCCOc2ccc(OCC)cc2)n1	-15%	-11%	-3%	-37	-27%	-4%	3%
COc1cc(CC(=O)NCC(C)(C)N2CCOCC2)cc(OC)c1OC	-8%	-2%	-1%	-15	29%	18%	-1%
COc1cccc(NC(=O)NC2CCCCCCC2)c1	-48%	-2%	?	60	26%	-13%	9%
O=C1OCCC1Sc1nc2ccccc2c(=O)n1Cc1ccccc1 (stereo not drawn)	-38%	-2%	-3%	12	-5%	8%	1%
O=P(Cc1ccncc1)(c1ccccc1)c1ccccc1	-8%	-8%	-5%	-23	-1%	-4%	-1%
CC/C(O)=C1\C(=O)CC(C)(C)CC1=NCCc1nc2ccccc2[nH]1	-15%	2%	3%	55	18%	?	1%
CCOC(=O)Nc1sc(=S)n(C)c1C	-18%	-15%	-8%	-22	0%	5%	-2%
CCOC(=O)/C(=C/c1ccc(F)cc1)NC(C)=O	-16%	3%	4%	28	15%	24%	2%
CCn1c(Cc2c(C)[nH]c3ccccc23)nnc1SCC(=O)NCc1ccco1	-3%	-11%	1%	23	-1%	-18%	9%
Cc1nn(-c2ccccc2)c(N)c1C1(O)C(=O)Nc2ccccc21 (stereo not drawn)	-6%	-5%	-2%	14	-4%	6%	-4%
O=C(Nc1cccc(Cl)c1Cl)c1ccco1	.	1%	.	?	-2%	.	.
CCCCCn1c(=S)[nH]c2ncccc2c1=O	-12%	-1%	?	3	43%[activator]	20%	7%
Cc1cccc(NC(=O)c2sc3nc(-c4ccc(F)cc4)cn3c2C)n1	-1%	-11%	-8%	-33	-11%	?	-3%
CC(C)CN(Cc1c(O)ccc2ccccc12)CC(C)C	-36%	-1%	0%	16	-14%	-10%	0%
CCOC(=O)N1CCN(S(=O)(=O)c2ccc3c(c2)CCN3C(=O)C2CC2)CC1	71%[activator]	-7%	1%	-27	-13%	-18%	-1%
CCOC(=O)C1(C)CCN1C(=O)c1ccc(N(C)C)cc1 (stereo not drawn)	.	1%	.	19	-3%	.	.
Cc1ccc(CNC(=O)c2ccc(Cl)c(S(=O)(=O)N3CCCCC3)c2)cc1	-28%	-1%	-1%	?	-1%	?	.
COc1cc([N+](=O)[O-])ccc1NC(=O)CSc1nc2ccccc2n1-c1ccccc1	-27%	.	-15%	?	.	1%	-1%
COC(=O)c1sc(NC(=O)CSc2nnc(C(C)C)n2C)nc1C	-9%	1%	-4%	22	?	14%	-3%
CN(c1ccc(OCC(=O)N2CCN(C/C=C/c3ccccc3)CC2)cc1)S(=O)(=O)c1cccs1	122%[activator]	-10%	-1%	-82*	-16%	11µM*	-12%
COc1ccc(CCNC(=O)COc2ccc(C)nc2[N+](=O)[O-])cc1	5%	0%	-4%	-30	-10%	-4%	11%
C/C(=C\c1ccc(C)o1)C(=O)c1c(C)cc(C)[nH]c1=O	-17%	-23%	6%	0	-10%	12%	2%[11.5 µM]
Cc1cccc(C)c1NC(=O)CN1CCc2ccccc2C1	.	3%	.	-39	-3%	-16%	.
COc1ccc(-c2cc(C(F)(F)F)n3nc(C(=O)O)cc3n2)cc1OC	-14%	3%	?	3	-8%	9%	-1%
CN(C)C(=O)CSc1nc(-c2cccs2)c(-c2cccs2)[nH]1	-15%	-7%	-10%	-19	-8%	5%	-6%
O=C(CSCc1ccccc1Br)N/N=C/c1ccc2c(c1)OCO2	-32%	0%	-13%	?	1%	?	-4%
COc1cc(C(=O)NCCCNc2nc3cc(C)cc(C)c3cc2C#N)cc(OC)c1OC	106%[activator]	3%	5%	48	1%	?	1%
CCN(Cc1ccccc1)C(=O)CN1C(=S)NC(C)(C)CC1C (stereo not drawn)	-12%	2%	-11%	13	2%	-11%	1%
CC(C)C(=O)NC(=S)Nc1ccccn1	-18%	-3%	-3%	26	22%	-5%	-5%
O=C(CCc1ccccc1F)N1CCN(c2ccccc2)CC1	13%	1%	-18%	20	-3%	10%	4%
Cc1c(CC(=O)N2C[C@H]3C[C@@H](C2)c2cccc(=O)n2C3)c(=O)oc2cc3occ(C(C)(C)C)c3cc12	162%[activator]	3%	?	-26	0%	9%	6%
CCC(=O)N(Cc1ccco1)c1nc(-c2ccc(OC)cc2)cs1	-32%	-6%	-3%	-7	-1%	?	0%
Cc1cc(C)cc(NC(=O)Nc2ccc3c(c2)CCC3)c1	-16%	2%	-5%	-15	0%	-13%	-11%
COc1cc(O)c2c(=O)cc(-c3ccccc3)oc2c1	-20%	-15%	-2%	14	13%	18%	4%
COc1ccccc1-c1csc2ncnc(Sc3nnnn3C)c12	-5%	-3%	-7%	-74*	.	.	.
CC(C)(C)CC(=O)Nc1nnc2n1CCS2	.	-3%	2%	-7	.	.	.
CCOCC(=O)Nc1cc(C(=O)Nc2ccc(F)cc2)ccc1Cl	-14%	.	3%	.	.	.	-17%
COc1ccc(OCCn2cc(C(=O)c3ccco3)c3ccccc32)cc1	.	2%	23%	0	.	.	.
COc1cc(SC)ccc1C(=O)NNC(=O)c1cc(C)oc1C	-12%	?	3%	46	62%[activator]	2%	.
S=C(NCC1COc2ccccc2O1)Nc1ccc(Br)cc1 (stereo not drawn)	-44%	-8%	0%	-68*	9%	?	0%
Nc1nc(SCC(=O)N2CCOCC2)[nH]c(=O)c1-c1ccccc1	-7%	-16%	2%	-40	-18%	-1%	2%
CCOCCCNC(=O)C(NC(=O)Cc1c[nH]c2ccccc12)c1ccccc1 (stereo not drawn)	-7%	0%	3%	-4	-1%	-7%	0%
CCN(C(=O)CSc1ncccc1C(=O)O)C1CCCCC1	-16%	-4%	-1%	-36	0%	10%	2%
CN(CCc1nc2ccc(Cl)cc2[nH]1)Cc1nc(CC2CC2)no1	24%	-1%	6%	-9	5%	-14%	1%
COc1cc(OC)c(S(=O)(=O)N2CCCCC2)cc1S(=O)(=O)N1CCCCC1	3%	-3%	-10%	-2	2%	-3%	2%
COc1cc(Cl)c(C)cc1NC(=O)Cn1cnc2sc(C)c(S(=O)(=O)N3CCCCC3)c2c1=O	.	4%	3%	-9	.	.	.
Cc1nnc(NC(=O)Nc2ccc(Cl)c(Cl)c2)s1	-23%	-3%	0%	?	-5%	14µM*	1%
COc1cc(CCN2C(=O)N[C@@H](CCc3ccccc3)C(C(C)=O)=C2C)cc(OC)c1OC	58%	-6%	5%	.	6%	?	-3%
O=C(Nc1ccc(C(F)(F)F)cc1)c1cc(S(=O)(=O)NC2CCCCC2)ccc1F	.	-4%	12%	-38	.	.	.
O=[N+]([O-])NC1=NCCN1Cc1ccc(Cl)nc1	-10%	-2%&-7%	?	-4	-2%	?	-8%
COc1ccccc1N1CCN(C(=O)CSc2nc3ccccc3nc2N2CCC(C)CC2)CC1	127%[activator]	0%	10%	?	-4%	?	-6%
COc1ccc(CN2CCN(Cc3ccc(C(F)(F)F)cc3)CC2)c(OC)c1	88%[activator]	20%	3%	-26	25µM*	?	-4%
Cc1ccc(OC(C)C(=O)N(C)Cc2ccccc2)c([N+](=O)[O-])n1 (stereo not drawn)	-12%	4%	3%	-3	2%	-1%	-9%

# Next part
SMILES	AmpC inh no detg	TbPYK inhibitor	AmpC inh detg	HCMV antiviral	AMA1 RON2 block	HCV inhibitor	LmPK inh
CCOc1ccc(NC(=O)N(Cc2cn(CC)c3ccccc23)C2CCCCCC2)cc1	.	4%	0%	-87*	.	.	.
Cc1cccc(N2CCN(C(=O)c3cccc(-n4c(C)nc5cccnc54)c3)CC2)c1C	.	-6%[15.4 µM]	-2%	?	.	.	.
Cc1cc(/C=c2\sc3nc4ccccc4n3c2=O)c(C)n1-c1ccc(C(=O)O)cc1	-26%	-4%	1%	-37	9%	12%	-4%
O=C(COc1ccc(C(=S)N2CCOCC2)cc1Cl)Nc1ccccc1Cl	-10%	-18%	3%	8	6%	4%	10%
O=C(NCCCN1CCOCC1)c1ccc2c(c1)N(Cc1cccc(Cl)c1)C(=O)c1ccccc1S2	.	-6%	4%	-89*	.	.	.
O=C(COC(=O)Cn1nnc2ccccc21)NC1CCCC1	-3%	-2%	-12%	-12	-13%	-3%	4%

# Assay outcomes: PubChem, National Center for Advancing Translational Sciences (NCATS)
